Screening data as filed in PubChem BioAssay.
SNCA expr inhib: Primary qHTS assay for inhibitors of alpha-synuclein gene (SNCA) expression. HEK-293 SNCA-luciferase knock-in, luminescence, 24 h. Potency, µM (highest dose often 57.2 µM), for inactives: top-dose activity change, negative = inhibition, most hits filed as inhibitors. 140,000 compounds, 0.17% hits;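 note: potency is the fitted concentration of half-maximal effect; plate controls were DMSO cells for no effect and cell-free wells for full effect; nearly all actives have a fitted effect of over 45% in size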
GPT2 inh: Primary qHTS assay for inhibitors of Glutamate pyruvate transaminase 2 (GPT2) | Alanine aminotransferase 2 (Homo sapiens), Q8TD30 | Recombinant GPT2, coupled pyruvate oxidase/HRP Amplex Red fluorescence | Potency, µM (titrated, usually from 57.7 µM), for inactives: at the highest dose activity change, negative = inhibition, hits mostly inhibitors | 100,000 compounds, 0.25% hits | AID 1671188, 2021; note: potency is the fitted concentration of half-maximal effect; nearly all actives have a fitted effect of over 60% in size; many of its hits are not listed in these tables
Target sequence (Q8TD30 whole entry, looked up): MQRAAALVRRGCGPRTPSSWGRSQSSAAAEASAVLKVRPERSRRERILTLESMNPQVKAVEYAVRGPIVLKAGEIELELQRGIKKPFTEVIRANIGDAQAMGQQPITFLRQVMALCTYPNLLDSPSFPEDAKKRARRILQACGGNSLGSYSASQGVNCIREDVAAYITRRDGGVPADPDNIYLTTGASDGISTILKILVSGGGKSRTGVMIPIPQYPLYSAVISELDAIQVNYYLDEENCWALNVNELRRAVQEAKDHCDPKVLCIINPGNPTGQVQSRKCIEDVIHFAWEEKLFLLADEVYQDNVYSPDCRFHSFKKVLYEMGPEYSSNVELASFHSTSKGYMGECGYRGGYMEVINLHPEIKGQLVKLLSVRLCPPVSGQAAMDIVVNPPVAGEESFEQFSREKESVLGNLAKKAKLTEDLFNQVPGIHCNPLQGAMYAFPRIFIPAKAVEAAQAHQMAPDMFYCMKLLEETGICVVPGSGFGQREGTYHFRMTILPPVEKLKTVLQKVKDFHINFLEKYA
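Recombinant GPT2 (10ng/uL) with 250uM a-KG and 2mM L-alanine, 30 min at room temperature, in HEPES pH 7.5 buffer. Pyruvate detected by pyruvate oxidase/HRP/Amplex Red fluorescence after 30 min in the dark; AOA (50uM) as positive control.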
NIH3T3 tox: Cytotoxic Profiling in NIH 3T3 Cell Line of Diverse Libraries Using Quantitative High-Throughput Screening. NIH 3T3 viability, CellTiter-Glo ATP luminescence, 48-72 h. Potency, µM (top dose mostly 96.7 µM), for inactives: at the highest dose activity change, negative = cytotoxicity, most hits filed as inhibitors. 94,000 compounds, 4.3% hits. AID 1345082, 2018; note: potency is the fitted concentration of half-maximal effect; nearly all actives have a fitted effect of over 55% in size
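First NIH 3T3 cells are plated at 400 cells/well; next compound is pinned in; then plates incubate 48 or 72 hr at 37 °C; finally CellTiter-Glo is added and luminescence read after 10 min.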
SNCA viab count: GF-AFC viability counterscreen for inhibitors of alpha-synuclein gene (SNCA) expression. HEK-293-SNCA-luc viability, GF-AFC fluorescence, 24 h. Potency, µM (doses to about 57.1 µM), without a hit: at the top dose activity change, negative = cytotoxicity, hits mostly cytotoxic. 150,000 compounds, 0.12% hits;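 note: potency is the fitted concentration of half-maximal effect; 0% = DMSO-treated cells and -100% = medium-only wells without cells; nearly all actives have a fitted effect of over 30% in size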
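Cytotoxicity counterscreen: after 24 h compound treatment of genome-edited SNCA-luciferase HEK-293 cells, live-cell protease substrate GF-AFC read by fluorescence after 30 min; activity scaled between DMSO (0%) and medium-only (-100%), curves Hill-fitted.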
HEK293 tox: Cytotoxic Profiling in HEK 293 Cell Line of Diverse Libraries Using Quantitative High-Throughput Screening | Potency, µM (doses to about 115 µM), for the others: at the highest dose activity change, negative = cytotoxicity, usual class: inhibitors | 94,000 compounds, 6.6% hits | HEK 293 viability, ATP luminescence (CellTiter-Glo), 48-72 h; note: potency is the fitted concentration of half-maximal effect; nearly all actives have a fitted effect of over 60% in size
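Cytotoxicity was scored by loss of ATP-coupled luminescence (CellTiter-Glo) in HEK 293 cells. Compound treatment ran 48 or 72 hr at 37 degree Celsius, 5% CO2, 95% humidity.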
Luciferase inh: Firefly luciferase inhibition profiling of diverse chemical library using quantitative high-throughput screening. purified P. pyralis luciferase, luminescence, biochemical. Potency, µM (series often up to 115 µM), for inactives: at the highest dose activity change, negative = inhibition, most hits filed as inhibitors. 76,000 compounds, 2.5% hits. AID 1347043, 2019; note: potency is the fitted concentration of half-maximal effect; nearly all actives have a fitted effect of over 65% in size
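Purified P. pyralis luciferase (10nM final) in 50mM Tris acetate pH 7.5, 10mM Mg acetate, 0.01% Tween-20, 0.05% BSA with 10uM D-luciferin and 10uM ATP. Compounds titrated qHTS. Luminescence imaged on CCD.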
IP6K1 inhibitor: Primary qHTS assay for small molecule inhibitors of Inositol hexaphosphate kinase 1 (IP6K1); Inositol hexakisphosphate kinase 1 (Homo sapiens), Q92551; IP6K1 kinase, ADP-Glo luminescence, 2 h; active compounds read low; activity change, % (series mostly up to about 58 µM); 140,000 compounds, 0.81% hits; in the data active = activity change below about -25%
Target sequence (Q92551 whole entry, looked up): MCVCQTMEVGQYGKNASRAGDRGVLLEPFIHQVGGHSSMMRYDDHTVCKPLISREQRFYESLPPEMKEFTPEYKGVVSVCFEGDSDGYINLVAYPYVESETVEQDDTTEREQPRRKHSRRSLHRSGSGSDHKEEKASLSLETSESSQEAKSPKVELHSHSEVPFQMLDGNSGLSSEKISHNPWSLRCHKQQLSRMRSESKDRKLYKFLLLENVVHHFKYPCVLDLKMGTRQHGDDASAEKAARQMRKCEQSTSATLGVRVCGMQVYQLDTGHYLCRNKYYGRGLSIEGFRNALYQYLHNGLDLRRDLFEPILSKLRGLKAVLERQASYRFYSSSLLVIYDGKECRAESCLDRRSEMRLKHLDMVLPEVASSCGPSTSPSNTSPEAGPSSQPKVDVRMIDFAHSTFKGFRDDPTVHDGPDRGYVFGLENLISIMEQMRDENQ
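ADP-Glo luminescence measures ADP made by human IP6K1 during a 2 h RT reaction with ATP/IP6 (mix at 1.3 mM/130 uM); top library doses 57.5 and 19.1 uM final.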
Active calls of the source: *; i = inactive; ? = inconclusive; . = no result given; [ ] = remark or other dose. Unless noted, calls come from the whole dose curve; as a rule, active = well fitted curve in the direction sought with a large enough effect; inconclusive = small, poorly fitted or top-dose-only effect, or another doubt; inactive = no such curve, though single readings can be large; an effect the other way counts as inactive or inconclusive. Unless noted, % is set by controls: 0 for no effect and ±100 for the full control effect.

SMILES	SNCA expr inhib	GPT2 inh	NIH3T3 tox	SNCA viab count	HEK293 tox	Luciferase inh	IP6K1 inhibitor
N#C/C(=C/c1ccccc1Cl)c1nc2ccccc2c(=O)[nH]1	12.2%	.	.	1.8%	.	.	4.8
COc1ccc(NC2=N[C@H]3[C@@H](O)[C@H](O)C[C@H](C(=O)NCc4ccccc4OC)[C@H]3S2)cc1	-14.8%	i	0.3%	-0.7%	i	8.2%	-3.2
CNC(=O)c1cc(C2CC2)nc2c1c(C1CCCN(C(=O)c3ccc(C)cc3)C1)nn2C (configuration not stated)	.	.	-26.8%	.	?	.	-8.3
CC1(c2noc(-c3ccccc3)n2)CCN(C(=O)C2CCN(C(=O)c3ccc(=O)[nH]c3)CC2)CC1	-28.1%	4.1%	-18.2%	-6.0%	-13.1%	-8.0%	-9.7
CCN(CC)C(=O)CN1C(=O)COc2ccc(S(=O)(=O)N3CCOCC3)cc21	23.2%	.	.	5.7%	.	.	-11.7
Cn1cnc(S(=O)(=O)N2C[C@@H](F)C[C@H]2C(=O)N2CCCCC2)c1	6.4%	i	4.0%	-1.3%	-0.5%	0.0%	-1.1
O=C1CCN(S(=O)(=O)c2cccc(F)c2)CCCC(c2nc(-c3cccnc3)no2)CCN1 (configuration not stated)	21.0%	-3.7%	-5.6%	0.3%	-8.8%	-0.5%	12.9
Cc1ccc(-c2ncc(C(=O)N3CCC(Nc4ncccn4)CC3)c(=O)[nH]2)cc1	-18.9%	0.3%	0.8%	16.8%	i	2.6%	5.2
CCOC(=O)c1cc(-c2ccccc2)n(CCCC(=O)Nc2ccc(C)cc2Cl)c1C	21.1%	.	.	1.9%	.	.	1.3
COc1ccc(CCNC(=O)c2c(Nc3ccccc3C)sc(C(=O)c3ccccc3)c2N)cc1OC	0.2%	.	.	-15.8%	.	.	-20.9
COc1cccc(-c2ccc(CN3CCCC(NC(=O)c4ccc(F)cc4)C3)cc2)c1 (configuration not stated)	20.7%	-6.9%	31.6µM*	?	11.2µM*	.	-3.9
CN(C)c1ccc(CN2CCCC3(C2)NC(=O)c2ccccc2O3)cc1 (configuration not stated)	13.9%	-8.6%	-4.1%	-1.2%	-0.1%	-4.8%	16.8
COc1ccc(C(=O)NC[C@H]2Cn3c(-c4ccc(F)cc4)cnc3CO2)cc1	24.6%[87.6 µM]	-7.2%[88.5 µM]	?	?	?	12.1%[172 µM]	13.8
CCOC(=O)N1CCC(NC(=O)c2ccccc2C2CCNC2)CC1 (configuration not stated)	1.5%	-0.6%	-8.6%	4.0%	2.0%	0.0%	4.4
COc1ccc(C(=O)N2CCC(c3nn(Cc4ccccc4)c(=O)[nH]3)CC2)cc1	-28.7%	i	2.4%	-11.5%	-19.0%	-8.3%	4.9
CN1CCOC(CNc2ncc(C(C)(C)C(=O)O)c(N3CCOCC3)n2)C1 (configuration not stated)	-11.0%	-21.5%	-0.7%	0.4%	-3.7%	1.8%	4.3
COC[C@@H]1CN(c2cnccn2)C[C@H]1C(=O)NCCc1cccnc1	?	0.0%	2.2%	4.3%	4.2%	-7.2%	7.7
COc1ccc(C(=O)N2CCC(N3C(=O)[C@H](OC)[C@@H]3c3ccncc3)CC2)c(OC)c1	16.1%	-1.3%	0.0%	8.7%	i	-2.2%	10.2
CNC(=O)[C@@H]1CN(C(=O)c2cccnc2C)C[C@H]1COC	-2.5%	-0.2%	i	-2.0%	i	-1.5%	-0.8
CCCN1CCN(CCNC(=O)Nc2ccc(OC)c(OC)c2)CC1	10.4%	.	.	4.4%	.	.	-1.0
COc1ccc(OC)c(NS(=O)(=O)c2ccc(Br)s2)c1	20.9%	.	.	-11.2%	.	.	-2.6
CCN1CC(CN(C)C(=O)c2cc(Cn3c(C)nc4ccccc43)[nH]n2)CC1=O (configuration not stated)	-32.4%	4.6%	0.5%	-7.4%	i	9.9%	7.4
Cc1ncc(S(C)(=O)=O)c(NCCn2nc(C)nc2C)n1	4.2%	-5.3%	i	-11.6%	i	12.6%	-12.0
COc1cccc(N2CC(NC(=O)C3CC3)CC2=O)c1 (configuration not stated)	2.1%	.	.	-1.2%	.	.	-8.5
COc1ccc(N2CCN(C(=O)C(C)n3c(=O)cc(C(F)(F)F)c4c(C)nn(C)c43)CC2)cc1 (configuration not stated)	-2.2%	.	.	8.6%	.	.	5.1
COCCOCC(=O)NC1CCN(C(=O)N2CC3CC(C2)[C@H]2CCCC(=O)N2C3)CC1 (some centres not stated)	-8.9%	i	-15.3%	-1.9%	3.5%	-2.7%	-1.5
COc1ccc(CCN2C(=O)O[C@@H]3CN(C(=O)CN)C[C@@H]32)cc1	-15.0%	-12.1%	-21.2%	5.5%	-11.6%	0.5%	-3.3
CC(=O)N1CCN(Cc2ccccc2-c2ccccc2F)CC1	0.0%[87.6 µM]	-4.8%[88.5 µM]	?	2.7%[87.6 µM]	-26.8%[172 µM]	.	3.3
Cc1ccc(CN2CCC(Cc3nnc(CO)n3-c3ccccc3)CC2)o1	-1.5%	i	-8.3%	6.1%	i	-4.6%	-11.9
CCn1ccc(C(=O)N2CCCC(c3nnnn3C)C2)n1 (configuration not stated)	-23.1%	i	2.2%	4.7%	i	6.2%	-7.8
COc1ccc(N2CCN(S(=O)(=O)c3ccc(-c4cc(C(F)(F)F)on4)s3)CC2)cc1	3.1%	.	.	3.0%	.	.	9.4
C=C1CC2C3(C)C(O)CC(=O)C(C)(C)C3C(OC(C)=O)C(OC(C)=O)C2(C)C2C(=O)OC(C)(C(=O)OC)C(=O)C12C (configuration not stated)	.	i	.	-6.8%[23.9 µM]	.	.	7.4
COC(=O)c1ccc2nc(CO[C@H]3CN(Cc4ccccc4C)C[C@H]3F)[nH]c2c1	5.9%[87.6 µM]	?	?	-7.9%[87.6 µM]	?	?	-10.4
COc1cc(OC)cc(C(=O)Nc2ccc3c(c2)CN(Cc2ccc(F)cc2)C(=O)C(C)O3)c1 (configuration not stated)	-28.2%	?	?	-3.6%	?	-4.6%	8.2
CCOC(=O)C1CCN(C(=O)C2CCCN(c3cnn(C)c(=O)c3)C2)CC1 (configuration not stated)	28.3%	i	-20.2%	-3.0%	-13.6%	-3.4%	18.7
CN(Cc1cccc2ccccc12)C1CCCc2ccccc21 (configuration not stated)	11.2%[87.6 µM]	-5.1%[88.5 µM]	-7.4%[138 µM]	1.2%[87.6 µM]	3.4%[172 µM]	-5.6%[172 µM]	-7.3
Cc1ccc(-n2cnnn2)cc1S(N)(=O)=O	?	.	.	8.5%	.	.	-0.2
COc1cc2ccccc2cc1C(=O)Nc1ccc2oc(-c3ccccc3)nc2c1	17.7%	.	.	0.5%	.	.	19.1
Cc1nn2c(=O)cc(COC(=O)c3ccc(F)cc3)nc2s1	71.4%[activator]	.	.	-4.5%	.	.	-27.2*
COC[C@H]1C[C@@H](NC(=O)c2ccc3c(c2)OCO3)[C@H](O)[C@@H]1O	-1.0%[87.6 µM]	0.8%[88.5 µM]	i	1.2%[87.6 µM]	0.7%[172 µM]	9.5%[172 µM]	-8.2
Cc1cccc(NC(=O)c2c(NC(=O)c3ccco3)sc3c2CCC(C(C)(C)C)C3)c1 (configuration not stated)	?	.	.	4.4%	.	.	-6.0
COCCC1(NC(=O)C2CC2)CCN(C(=O)c2ccccn2)CC1	-8.0%	-10.7%	i	-13.3%	i	-4.4%	-10.7
CCCN1C(=O)CN(C2CCCCCC2)C(=O)C1c1ccc(OCC)c(OC)c1 (configuration not stated)	13.2%	.	.	-7.3%	.	.	-5.9
C[C@@H]1CC[C@@]23CC[C@]4(C)[C@@](C=CC5[C@@]6(C)CC[C@H](O)C(C)(C)C6CC[C@]54C)(OC2=O)C3[C@H]1C (some centres not stated)	.	3.3%[27.3 µM]	.	-20.0%[23.9 µM]	.	.	16.0
O=c1cc(-c2ccc(O)c(O)c2)oc2cc(O)cc(O)c12	8.7%	i	.	-17.7%	.	.	.

Random excerpt: 2 compounds from above
SMILES	SNCA expr inhib	GPT2 inh	NIH3T3 tox	SNCA viab count	HEK293 tox	Luciferase inh	IP6K1 inhibitor
COc1cccc(N2CC(NC(=O)C3CC3)CC2=O)c1 (configuration not stated)	2.1%	.	.	-1.2%	.	.	-8.5
CN(C)c1ccc(CN2CCCC3(C2)NC(=O)c2ccccc2O3)cc1 (configuration not stated)	13.9%	-8.6%	-4.1%	-1.2%	-0.1%	-4.8%	16.8

(cont.)
SMILES	SNCA expr inhib	GPT2 inh	NIH3T3 tox	SNCA viab count	HEK293 tox	Luciferase inh	IP6K1 inhibitor
Cc1ccc(S(=O)(=O)C(CNC(=O)Cc2ccc(Cl)cc2)c2cccs2)cc1 (configuration not stated)	-38.2%	.	.	-14.5%	.	.	15.9
O=C1CCCCC(C(=O)NCCCn2cccn2)N1 (configuration not stated)	-29.7%	i	i	10.0%	15.0%	10.6%	5.6
CN1CCN(c2nc3c(c(=O)[nH]2)CCN(Cc2cccc(Br)c2)CC3)CC1	?	i	?	-12.2%	?	-5.1%	12.1
O=C(N[C@@H]1CN(Cc2cccnc2)C[C@H]1CO)c1cccnc1	?	0.7%	i	2.1%	-8.4%	-1.9%	-0.9
COc1cccc(CC(=O)NC2CCN(C(=O)c3cc4c(=O)[nH]c(C)cn4n3)CC2)c1	-17.6%	1.2%	3.6%	-7.6%	7.3%	0.2%	0.5
Cc1nn(CC(=O)NC2CC2)c(=O)c2cc3ccccc3n12	15.6%	.	.	10.2%	.	.	3.6
O=C(Nc1cccnc1)N1CC2ON=C(C(=O)N3CCOCC3)C2C1 (configuration not stated)	14.1%	i	-13.3%	8.3%	-2.8%	.	4.1
Cc1ccc(C(=O)Nc2c(C(=O)Nc3ccc(C)c(C)c3)sc3nc(C)cc(C)c23)cc1	235.3%[activator]	.	.	7.1%	.	.	-14.6
CC(=O)NC1CCN(c2ccc3nnc(-c4ccccc4)n3n2)C1 (configuration not stated)	.	.	-16.2%[138 µM]	.	1.1%[172 µM]	.	-6.7
O=C(Nc1nc2ccccc2n1CCc1ccccc1)c1ccccc1	.	?	.	-21.8%	.	.	5.9
O=C(CCC1CCCC1)N1CC2CC(C1)[C@H]1CCCC(=O)N1C2 (some centres not stated)	1.0%	2.4%	-3.5%	-9.4%	8.0%	9.0%	-1.4
O=C(CN1CCCC1=O)N1CCC2(CC1)NCCc1c2[nH]c2ccccc12	-8.7%	-6.1%	-9.8%	3.0%[12.5 µM]	-4.3%	6.8%	-9.7
CCC(=O)N1c2ccccc2CC1C(=O)N1CCN(c2ccccc2)CC1 (configuration not stated)	21.8%	.	.	-7.4%	.	.	32.1
